Assay outcomes from PubChem.
OXTR potentiate: potentiators of human oxytocin receptor; P30559; CHO-OTR cells, Fluo-8 calcium fluorescence, potentiator mode; 0% = oxytocin EC15, 100% = EC100; activation, % at 3 µM; hit rate 0.061% among 320,000;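 active = activation above that plate's cutoff, the mean activation of tested compounds plus 3 SD, cut at about 6.6% in these data, passing the limit was not always enough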;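 also: 100% uses oxytocin at 75 nM as the full agonist control; some results filed as inactive read as strong as hits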
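Assay system: CHO cell line stably expressing human OTR. Reagent: EC15 oxytocin agonist. Dosing: single dose, 3.0 µM nominal final compound concentration. Timing: compound 6 min at room temperature before oxytocin, 100 s read. Signal: kinetic Fluo-8 calcium fluorescence. Controls: oxytocin EC15 low and EC100 high.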
M1 PAM: potentiates human M1 receptor response to acetylcholine; P11229; CHO-K1 hM1, Fluo-8 calcium fluorescence, ACh EC20; 0% = ACh EC20, 100% = maximal ACh; activation, % at 3 µM; hit rate 0.088% among 360,000; in the data active = activation above about 19%, passing the limit was not always enough
Target sequence (P11229 whole entry, looked up): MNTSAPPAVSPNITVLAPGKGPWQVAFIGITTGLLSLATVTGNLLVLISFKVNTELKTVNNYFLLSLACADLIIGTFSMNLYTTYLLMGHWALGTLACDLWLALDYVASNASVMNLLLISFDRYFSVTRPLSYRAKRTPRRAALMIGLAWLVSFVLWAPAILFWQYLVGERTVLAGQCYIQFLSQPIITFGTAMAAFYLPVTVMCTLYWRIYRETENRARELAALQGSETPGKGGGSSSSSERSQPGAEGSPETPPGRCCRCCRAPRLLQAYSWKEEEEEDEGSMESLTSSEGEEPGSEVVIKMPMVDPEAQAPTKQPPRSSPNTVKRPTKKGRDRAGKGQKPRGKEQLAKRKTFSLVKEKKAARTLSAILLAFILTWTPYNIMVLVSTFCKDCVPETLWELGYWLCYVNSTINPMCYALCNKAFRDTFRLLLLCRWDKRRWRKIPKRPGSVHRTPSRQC
TAAR1 antag: antagonists of human TAAR1; CHO RD-HGA16 TAAR1, Fluo-8 calcium fluorescence, antagonist; hit rate 1.5% among 360,000; AID 624466; Q96RJ0; inhibition, % at 3 µM;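 active = inhibition above a per-plate cutoff, the mean inhibition of test compounds on that plate plus 3 SD, cut at about 49% in these data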;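 also: 0% = DMSO plus EC80 beta-PEA response and 100% = DMSO alone without agonist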
Target sequence (Q96RJ0 whole entry, looked up): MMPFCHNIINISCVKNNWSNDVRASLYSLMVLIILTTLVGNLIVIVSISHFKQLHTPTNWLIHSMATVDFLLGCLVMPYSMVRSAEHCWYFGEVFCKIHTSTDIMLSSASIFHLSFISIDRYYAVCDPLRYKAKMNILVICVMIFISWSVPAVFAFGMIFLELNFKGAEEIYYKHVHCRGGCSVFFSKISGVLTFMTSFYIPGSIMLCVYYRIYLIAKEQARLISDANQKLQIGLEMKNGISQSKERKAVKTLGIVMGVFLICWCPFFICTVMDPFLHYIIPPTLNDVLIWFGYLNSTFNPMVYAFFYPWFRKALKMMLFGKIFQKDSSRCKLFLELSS
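Assay system: RD-HGA16 CHO cells with stable hTAAR1 and Gα16 / Reagent: EC80 β-phenethylamine stimulus / Doses: 3 µM, single point / Timing: dye loading 75 min at 37 °C, then 30 min room temperature / Measured by: Fluo-8 intracellular calcium dye fluorescence, real-time kinetic reads / Controls: vehicle wells and EC80 agonist wells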
CHRM1 agonist: human M1 muscarinic receptor agonism; CHO-K1 hM1, Fluo-8 calcium fluorescence, agonist mode; 0% DMSO, 100% acetylcholine EC100; activation, % at 3 µM; hit rate 0.33% among 360,000;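 active = activation above the run's mean compound activation plus 3 SD, cut at about 16% in these data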;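 also: peak over basal fluorescence ratio within a 140 s kinetic read after compound addition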
M1 antag: blocks human M1 muscarinic receptor | inhibition, % at 3 µM | CHO-K1 hM1, Fluo-8 calcium fluorescence, ACh EC80 antagonist | AID 588852 | hit rate 1.3% among 360,000 | P11229;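 active = percent inhibition above its own plate's cutoff, namely the mean of that plate's compound wells plus 3 SD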;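 also: peak over basal fluorescence ratio during 140 s after agonist addition; 0% = ACh EC80 plus DMSO and 100% = DMSO alone without agonist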
CHO parental Ca: signal in parental CHO cells, OX1R antagonist counter-screen; parental CHO-K1, ATP-induced calcium, Fluo-8 fluorescence; inhibition, % at 5.6 µM; hit rate 0.63% among 330,000; AID 463079;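 active = inhibition above that plate's mean sample inhibition plus 3 SD, cut at about 26% in these data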;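 also: 0% = ATP-challenged DMSO wells and 100% = DMSO wells without ATP; some compounds past the cut are filed as inactive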
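Assay system: untransfected parental CHO cell line. Also added: ATP agonist challenge. Dosing: one dose, 5.6 µM nominal. Measured by: Fluo-8 fluorescence. Read-out: % inhibition. Benchmarks: ATP wells versus no-ATP DMSO wells. Repeats: no replicates.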
V1R ag counter: activates human V1a receptor in oxytocin agonist counter-screen; CHO-V1R cells, Fluo-8 calcium fluorescence, agonist mode; 0% DMSO, 100% 3 nM vasopressin; activation, % at 3 µM; hit rate 0.25% among 320,000; AID 2797;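 active = activation above the mean activation of all tested compounds plus 3 SD, per screening run, cut at about 20% in these data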;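 also: signal is peak over basal fluorescence ratio across a 100 second FLIPR read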
TAAR1 ag: agonists of human TAAR1; CHO RD-HGA16 TAAR1, Fluo-8 calcium fluorescence; vehicle wells 0%, saturating PEA agonist 100%; activation, % at 3 µM; hit rate 0.99% among 360,000; Q96RJ0;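 active = activation above the mean activation of all test compounds in the run plus 3 SD, cut at about 38% in these data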
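Signal – calcium-sensitive Fluo-8 signal, excitation 470-495, emission 515-575 nm · System – RD-HGA16 (CHO) cells co-expressing Gα16 and hTAAR1 · Incubation – 17-24 h seeding, 75 min 37 °C dye, 30 min RT · Compound dosing – 3 µM single concentration · Repeats – no replicates (n 1)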
OXTR agonist: agonists of human oxytocin receptor; hit rate 0.32% among 320,000; activation, % at 3 µM; P30559; CHO-OTR cells, Fluo-8 calcium fluorescence; normalized: DMSO 0%, oxytocin 100%; AID 2435;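 active = activation above the mean of all tested compounds plus 3 SD, cutoff set per screening run, cut at about 20% in these data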;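 also: peak over basal fluorescence ratio from a 100 s FLIPR kinetic read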
Numbers without * were called inactive; x = no result given. No enrichment for hits; 3.7% or so of the library scored in one or more.

Values run as follows: OXTR potentiate | M1 PAM | TAAR1 antag | CHRM1 agonist | M1 antag | CHO parental Ca | V1R ag counter | TAAR1 ag | OXTR agonist
(1) Cc1ccc(CSC2=Nc3ccccc3C3=NC(=O)CN23)cc1
    -6 | 6 | -2 | -5 | -11 | -22 | -0.5 | 1 | -3.0
(2) O=C(Cc1sc(-c2ccccc2)nc1-c1ccccc1)Nc1ccccc1
    -15 | 4 | 27 | -2 | -5 | -14 | 2.7 | 7 | 0.5
(3) COc1ccc(C2SCC(=O)N2CC23CC4CC(CC(C4)C2)C3)cc1 (configuration not stated)
    -12 | -7 | 38 | -1 | 11 | -16 | -0.2 | 1 | -1.9
(4) CCOc1ccccc1N1CCN(Cc2ccc(Br)s2)CC1
    -4 | -8 | 26 | -5 | 21 | -27 | -2.0 | 10 | -1.1
(5) Cc1ccc(NC(=O)COC(=O)CCc2ccc(S(=O)(=O)N3CCOCC3)cc2)cc1C
    -10 | 9 | 2 | 1 | -10 | 12 | 5.9 | 12 | 5.7
(6) O=C(NCc1n[nH]c(=S)n1-c1ccc(F)cc1)c1ccc(S(=O)(=O)N2CCOCC2)cc1
    0 | -5 | -6 | -2 | 8 | -3 | 0.1 | 5 | 1.0
(7) CC1CN(C2CCN(S(=O)(=O)c3ccc(F)cc3)CC2)CC(C)O1 (configuration not stated)
    -1 | -4 | 0 | -6 | 1 | -12 | -0.4 | 5 | 0.1
(8) O=C(c1cc(-c2cccs2)on1)N1CCOCC1
    0 | -5 | 7 | -4 | 11 | -9 | 0.4 | 3 | 0.2
(9) CC(C)NC(=O)N(C)C[C@H]1Oc2ccc(NC(=O)Cn3cnnn3)cc2C(=O)N([C@H](C)CO)C[C@@H]1C
    0 | 6 | -20 | -5 | -15 | -3 | -0.4 | 6 | 2.1
(10) COc1ccc(C2(C)CC(=O)NC2=O)cc1 (configuration not stated)
    -2 | 5 | -15 | -3 | -8 | -5 | 1.0 | 2 | 1.2
(11) O=C(CNC(=S)N(Cc1ccccc1)Cc1ccccc1F)NCc1ccccc1
    -10 | -2 | 17 | -3 | 15 | -19 | 0.7 | -2 | 0.1
(12) Clc1cccc(Cl)c1Cn1nnc(-c2cccs2)n1
    8 | 4 | -7 | -6 | -2 | -7 | 0.5 | 8 | -1.3
(13) O=C(CSc1nc2ccccc2c(=O)[nH]1)c1ccc(O)c(O)c1
    3 | 8 | -6 | -4 | -5 | 1 | 0.2 | 8 | -0.8
(14) COc1ccc(NC(=O)CN(C)C(=O)c2cccc(S(=O)(=O)N3CCN(c4ccc(F)cc4)CC3)c2)cc1
    x | -3 | -3 | 0 | 8 | x | x | 12 | x
(15) CN1CCN(S(=O)(=O)c2ccc(NC(=O)c3ccccc3F)cc2)CC1
    -9 | 2 | 14 | -3 | 1 | 2 | 0.6 | 1 | 0.4
(16) CC(C)C#Cc1ccc2c(c1)O[C@@H](CN(C)S(=O)(=O)c1cn(C)cn1)[C@@H](C)CN([C@H](C)CO)S2(=O)=O
    x | 4 | 21 | -4 | -13 | x | x | 0 | x
(17) CCOc1ccc(NC(=O)CSc2nc(NS(=O)(=O)c3ccc(C)cc3)cc(=O)[nH]2)cc1
    x | 10 | -19 | -6 | -7 | x | x | 7 | x
(18) COc1cccc(NC(=O)c2ccc3c(c2)OCCO3)c1
    x | 9 | 2 | -7 | -3 | x | x | 1 | x
(19) CCCCN(CCCC)c1nc2ccccc2nc1C(C#N)C(=O)NCCCOC (configuration not stated)
    -22 | 3 | 11 | -2 | 2 | -23 | -1.2 | 10 | -1.7
(20) COC(=O)c1ccccc1NC(=O)Cn1c(=O)n(CCC(=O)NC2CCN(Cc3ccccc3)CC2)c(=O)c2ccccc21
    -1 | -12 | -21 | -7 | 10 | -20 | -1.4 | 1 | -0.4
(21) COC(=O)c1c(-c2ccccc2)noc1-c1ccccc1
    -6 | 10 | -37 | -4 | -14 | -6 | -2.4 | -2 | -2.4
(22) CC1CC(C)(C)NC(=S)N1CCC(=O)N1CCN(Cc2ccccc2)CC1 (configuration not stated)
    -3 | 8 | 5 | -8 | -7 | -10 | -0.1 | -1 | 1.0
(23) O=C(COC(=O)C1CCN(C(=O)c2ccc(Cl)cc2)CC1)Nc1ccccc1F
    -7 | 2 | -18 | 0 | -4 | -1 | 2.5 | 1 | 2.3
(24) CCn1c(=S)[nH]c2nc3c(cc2c1=O)CCCC3
    -16 | 6 | 12 | -4 | -4 | -12 | 4.7 | 7 | 3.8
(25) Cc1ccc(NC(=O)COc2ccc(-n3cnnn3)cc2)cc1C
    1 | 7 | 18 | -4 | -5 | -5 | 0.6 | 7 | 0.6
(26) COCCn1c(-c2ccc(Cl)cc2)cnc1SCC(=O)NCc1cccs1
    -8 | -4 | 3 | -3 | 8 | -13 | 0.7 | 3 | 0.2
(27) Cn1c(=O)c2ccccc2n(Cc2ccccc2Cl)c1=O
    -7 | 9 | -6 | 0 | -10 | -8 | 3.8 | 10 | -1.1
(28) COc1ccccc1OCC(=O)OCC(=O)Nc1ncc(Cl)cc1Cl
    -4 | 8 | -2 | -4 | -13 | 8 | 1.2 | -1 | 0.9
(29) CO/N=C(\CCC(=O)O)c1cccs1
    -1 | 11 | -15 | -2 | -17 | -7 | -0.7 | 0 | -0.2
(30) COc1ccc(CCNC(=O)c2ccc3nc[nH]c3c2)cc1
    -9 | 6 | -1 | -1 | -9 | -2 | -0.3 | 1 | 0.0
(31) CC1CN(C(=O)COc2ccc3ccccc3c2Br)CC(C)O1 (configuration not stated)
    -11 | -2 | -10 | -2 | 11 | -16 | 0.8 | -2 | -0.5
(32) CS(=O)(=O)c1ccccc1C(=O)NCCC(c1ccccc1)c1ccccc1
    -2 | 10 | -11 | -12 | -5 | -20 | 2.8 | 9 | 2.0
(33) CCOc1cc(C(N)=O)cc(Cl)c1OCC
    -10 | 3 | 12 | 0 | -3 | -5 | -0.7 | -2 | 0.2
(34) Cc1cc(C)n(C(=O)c2ccccc2[N+](=O)[O-])n1
    0 | 8 | -33 | -3 | -6 | -2 | -0.4 | 4 | 0.8
(35) COC(=O)c1ccc(CSc2nnc(-c3c[nH]c4ccccc34)n2C)o1
    -5 | -2 | 2 | -3 | -1 | -1 | 0.8 | 2 | 1.0
(36) NC(=O)c1sc(=S)n(-c2ccc(Br)cc2)c1N
    4 | 6 | -4 | -1 | -11 | -7 | 0.9 | 4 | 2.8
(37) Cc1ccc(NC(=O)CCOc2ccccc2)cc1
    3 | 6 | 4 | -7 | -10 | -13 | -0.3 | -1 | -1.4
(38) Cc1ccc(-c2ccc(S(=O)(=O)N3CCCC3)cc2)cc1
    -18 | 4 | -11 | -3 | -1 | 14 | 1.1 | 8 | 0.1
(39) COc1cc(/C=N/NC(=O)CCN2CCN(Cc3ccccc3)CC2)cc(OC)c1OC
    0 | 1 | -30 | -8 | 4 | -8 | -0.6 | 2 | 0.7
(40) COc1ccc(NS(=O)(=O)c2cc(NC(=O)c3cnccn3)ccc2N2CCCC2)cc1
    -4 | 7 | 6 | -8 | -5 | -15 | -0.5 | 1 | -1.3
(41) Cc1ccc(C(C#N)=Cc2ccc3c(c2)OCO3)cc1
    x | 10 | 2 | 1 | -6 | x | x | 1 | x
(42) CN(Cc1nc(Cc2cccc(F)c2)no1)CC1COCCO1 (configuration not stated)
    -4 | 3 | -1 | -6 | 1 | -7 | 1.0 | 7 | 0.7
(43) CC(C)(C)c1ccc(C(=O)N2CCCN(c3ccc([N+](=O)[O-])cn3)CC2)cc1
    -13 | -22 | 10 | -5 | 17 | -19 | 1.9 | 2 | -2.4
(44) O=C(c1ccc(F)cc1)C1CCN(C(=S)NCC2CCCO2)CC1 (configuration not stated)
    -10 | 1 | 19 | -1 | 0 | 4 | 4.9 | 8 | 4.0
(45) Nc1ccc(C(=O)NCC2(c3ccccc3)CCCC2)cc1
    -7 | -8 | 0 | -5 | 6 | 7 | -0.5 | 0 | -2.0
(46) O=C(CSc1ncc(-c2ccccc2)n1CC1CCCO1)N1CCCCC1 (configuration not stated)
    -4 | 4 | 7 | -4 | -2 | -12 | 0.2 | -1 | -0.5
(47) CC(=O)N1CCN(c2ccc(S(=O)(=O)N3CCOCC3)cc2[N+](=O)[O-])CC1
    2 | 0 | -29 | -1 | -6 | -8 | 1.3 | 2 | 2.0
(48) Cc1ccc(S(=O)(=O)C2(C(=O)Nc3ccc(F)cc3)CC2)cc1
    -4 | 10 | -16 | -5 | -10 | -18 | -1.2 | 4 | -2.0
(49) CCOC(=O)N1CCN(C(=O)c2ccc3c(c2)N=C(C)c2cc(Cl)ccc2S3)CC1
    -6 | -7 | -50 | -5 | 1 | -33 | 2.8 | -1 | -0.5
(50) CCC(C(=O)Nc1cccc(C(F)(F)F)c1)c1ccccc1 (configuration not stated)
    -12 | -12 | 17 | -3 | 19 | -4 | 0.3 | 1 | -0.9
(51) COC(=O)c1ccc(CN2CCN(Cc3ccccc3)C(CCO)C2)cc1 (configuration not stated)
    -6 | -1 | -12 | -10 | -9 | -15 | 0.2 | 2 | 0.4
(52) CCCCC(=O)NC(c1ccco1)c1c(O)ccc2ccccc12 (configuration not stated)
    1 | -7 | 13 | -3 | 21 | -1 | 1.3 | 1 | 0.1
(53) Cc1cc([N+](=O)[O-])nn1Cc1c(F)c(F)c(F)c(F)c1F
    -4 | 6 | 15 | -7 | -3 | -7 | -1.1 | 5 | -0.8
(54) Cc1[nH]nc2c1C1(CCC3(CC1)OCCO3)C(C#N)=C(N)O2
    0 | 6 | 4 | -3 | -9 | -4 | -0.5 | 0 | 1.4
(55) Cc1cccc(N2CC(C(=O)Nc3ccc(N4CCOCC4)cc3)CC2=O)c1C (configuration not stated)
    -3 | 8 | 5 | -2 | -16 | 3 | 0.5 | 2 | 1.5
(56) Cc1ccc2cc3cc(C(=O)NCCC(C)C)oc3nc2c1
    1 | 7 | 20 | -2 | -28 | -21 | -0.9 | 1 | -2.5
